Growth percent in the NCI-60 one-dose screen (48 h, 10 µM unless noted): 100 = growth as untreated, 0 = no growth, -100 = all killed.
A549/ATCC – A549/ATCC NSCLC. hit rate 3.7% among 81,000. AID 1794740
UACC-257 – UACC-257 melanoma | hit rate 4.4% among 78,000
SK-MEL-5 – SK-MEL-5 melanoma; hit rate 6.4% among 80,000
MALME-3M – MALME-3M melanoma | hit rate 5.8% among 78,000
EKVX – EKVX NSCLC; hit rate 3% among 71,000
M14 – M14 melanoma; hit rate 6.2% among 80,000
UACC-62 – UACC-62 melanoma; hit rate 5.4% among 81,000; AID 1794756
SK-MEL-2 – SK-MEL-2 melanoma. AID 1794763. hit rate 4.7% among 77,000
* hit, by the source's call; x = not tested or not shown; & = joins results of further samples. How the source made its calls: active means growth percent below 10; inactive means the rest.

SMILES	A549/ATCC	UACC-257	SK-MEL-5	MALME-3M	EKVX	M14	UACC-62	SK-MEL-2
COc1cc(C2CC(c3ccc(C)cc3)=NN2C=O)ccc1Oc1nc2c(c(=O)n(C)c(=O)n2C)n1C (stereo unspecified)	52	-31*	58	88	80	77	94	121
CN1CCN(c2ccc(-c3cnc4c(-c5csc6ccccc56)cnn4c3)cc2)CC1	-77*	-76*	-100*	-70*	22	-72*	-2.3*	-33*
CCOC(=O)CC(S(=O)(=O)c1ccccc1)S(=O)(=O)c1ccccc1	95	90	97	40	113	115	103	97
CCCCCCc1cccnc1	90	95	93	106	93	96	97	102
CC(=O)C(N=Nc1ccc(-c2cc(-c3ccc(N=NC(C(C)=O)C(C)=O)cc3)cc(-c3ccc(N=NC(C(C)=O)C(C)=O)cc3)c2)cc1)C(C)=O	95	99	100	109	95	105	99	103
CC(=O)NC(NC(C)=O)c1ccccc1	92	94	100	96	103	104	93	91
CC(=O)/C(Br)=C/c1ccc(Br)o1	102	102	-0.8*	61	105	65	86	99
O=Nc1c(O)c(Cl)cc2ccccc12	93	76	x	91	111	86	78	93
CCCCn1c(Cc2ccc(OC)cc2)nc2cc(OC)c(OC)cc2c1=O	20	-57*	37	112	45	119	60	x
O=C(N/N=C/c1ccc([N+](=O)[O-])cc1)c1ccc(Br)o1	93	107	96	106	112	107	100	34
Cc1cc(NS(=O)(=O)c2ccc(Nc3nc(O)c(/C=C4\C=Nc5ccccc54)s3)cc2)no1	91	98	98	97	98	104	85	102
COc1ccc2c(-c3nnc(N)o3)cc(=O)oc2c1	104	104	100	105	98	102	94	111
COc1ccc(/C(C#N)=C/c2cccc(OC)c2OC)cc1	67	78	73	73	100	86	70	77
O=[N+]([O-])c1ccc(OCCCCOc2ccccc2)c(Cl)c1	100	106	97	136	106	112	90	103
CCOC(=O)C(CC([N+](=O)[O-])[N+](=O)[O-])C(=O)OCC	93	99	97	97	110	105	99	102
COc1ccc(/C=C/C(=O)c2cccc(B(O)O)c2)cc1O	42	75	82	x	x	71	34	107
CN1CCCNc2c(c(=O)c2=O)NCCCN(C)CCCNc2c(c(=O)c2=O)NCCCN(C)CCCNc2c(c(=O)c2=O)NCCCN(C)CCCNc2c(c(=O)c2=O)NCCCN(C)CCCNc2c(c(=O)c2=O)NCCC1	85	84	83	x	88	101	93	109
COc1ccc(/C=c2/c(=O)[nH]c3nc4sc(C)c(C)c4c(=O)n23)cc1	80	x	91	93	x	96	80	x
COc1cc(CNC(=O)C[C@H](C)CCC=C(C)C)ccc1OCc1cn(-c2ccccc2Cl)nn1	64	60	5.3*	68	54	56	40	53
NC(N)=NCCCCNC(=O)C1=NOC2(C=C(Br)C(=O)C(Br)=C2)C1	110	105	101	113	105	100	100	114
CN1CC(=O)N=C1N	91&95	98&96	103&99	109&105	128&111	101&111	98&98	103&116
NNC(=O)COc1ccc(-c2nc3ccccc3[nH]2)cc1	92	93	89	95	95	100	87	90
O=C(CCCCCCN1CC(=O)N2[C@@H](c3cccc(Br)c3)c3[nH]c4ccccc4c3C[C@H]2C1=O)NO	59	45	15	29	55	27	1.6*	33
CC(=O)OC1CC2C(C)(C)OC3CC(=O)OCC32C2CCC3(C)C(=CCC3c3ccoc3)C12C (stereo unspecified)	104	73	92	85	102	115	72	100
CCCCC1COc2cccc3c2N1C=C/C3=C\C(=O)N(C)c1cccc(Br)c1 (stereo unspecified)	102	105	100	95	94	99	84	103
CC1=NN(c2cccc(Cl)c2)C(=O)/C1=C\c1cn(CC(O)Cn2cc(/C=C3\C(=O)N(c4cccc(Cl)c4)N=C3C)c3ccccc32)c2ccccc12	94	116	101	90	101	101	112	115
O=C(O)c1cc(C(F)(F)F)cc(C(F)(F)F)c1	101	101	109	x	105	91	108	97
Cc1cccc(C)c1NCc1nnc(-c2ccc(O)cc2)o1	104	111	101	101	91	99	100	104
CN(C)c1ccc(/C=C(\CC(=O)c2ccc(Cl)c(Cl)c2)C(=O)NCc2ccccc2)cc1	88	98	97	102	84	102	90	105
CC(=O)OCCSC#N	109	101	104	96	107	86	108	115
COc1cccc(Cn2cc(C(=O)Nc3cccnc3Nc3ccccc3)nn2)c1	105	117	97	102	99	111	98	112
COc1ccc(-c2c[nH]c(C(=O)O)c2-c2cc(OC)c(OC)c(OC)c2)cc1	49	79	19	34	63	46	38	49
CCCCCCCCn1ccc2cc(NC(=O)CN3CCN(c4nc(C)cc(Cl)n4)CC3)ccc21	96	114	91	92	94	96	76	122
COc1ccc2c(c1)c(-c1nc(N)nnc1-c1cncc(Br)c1)cn2C	89	99	95	112	99	108	81	112
O=Nc1c(-c2cccc([N+](=O)[O-])c2)nc2ncccn12	98	79	96	85	108	77	93	85
Cc1cccc(NC(=O)CSc2nc3ccc([N+](=O)[O-])cc3[nH]2)c1	83	71	52	62	71	80	43	99
O=S(=O)(Cc1ccccc1)NC1CCCCC1	96	95	99	102	x	103	109	94
Cc1[nH]cnc1/C=C1\SC(N2CCCCC2)=NC1=O	97	105	103	x	108	103	100	98
CN(C)c1ccc(/C=C2/SC(=O)N(c3nc(N4CCCC4)nc(N4CCCC4)n3)C2=O)cc1	94	94	97	102	92	98	87	103
C/C(=C/c1cc(Cl)ccc1O)c1ccc2cc(Cl)ccc2[o+]1	108	113	105	105	98	x	91	108
Nc1c(-c2nc3ccccc3[nH]2)nnn1-c1cccc(F)c1	100	106	96	99	x	111	108	89
Cc1cc(C)c(S(=O)(=O)/N=c2/n(-c3ccccc3)nc3n2CCN3C2=NCCN2)c(C)c1	80	92	60	51	83	99	89	104
COc1cc2ccnc(C=O)c2cc1OC	101	83	61	59	x	68	74	83
Cc1ccc(S(=O)(=O)C/C(=N\Nc2ccccc2)c2cc3cc(Br)ccc3oc2=O)cc1	84	92	97	100	96	86	38	98
CCCCCC1=NCCN1CCO	99	108	103	102	107	107	104	113

Quoted from the listing:
Reading of CCCCCCCCn1ccc2cc(NC(=O)CN3CCN(c4nc(C)cc(Cl)n4)CC3)ccc21 in SK-MEL-2: 122
Reading of Cc1cccc(NC(=O)CSc2nc3ccc([N+](=O)[O-])cc3[nH]2)c1 in MALME-3M: 62

Later entries
SMILES	A549/ATCC	UACC-257	SK-MEL-5	MALME-3M	EKVX	M14	UACC-62	SK-MEL-2
COc1ccc(/C=C/c2nc(Nc3ccc(O)cc3)c3ccccc3n2)cc1	91	84	60	69	77	79	58	82
Cc1ccc(/C=C/C2=NN(C(N)=O)C(c3ccc(C)s3)C2)s1 (stereo unspecified)	94	103	98	97	102	96	80	95
COc1ccc(/C(C)=N/NS(=O)(=O)c2ccc(C)cc2)cc1OC	102	104	103	121	x	117	105	122
Brc1ccc(Oc2ccc(Br)cc2)cc1	105&106	104&106	89&95	110&108	101	103&104	102&100	109&97
CC(C)CCN(CCC(C)C)CC(O)c1cc(-c2ccc(C(F)(F)F)cc2)nc(-c2ccc(C(F)(F)F)cc2)c1 (stereo unspecified)	91	105	103	89	98	91	80	121
Clc1ccc(Nc2cccc(-c3[nH]nc4ncccc34)c2)c(Br)c1	87	94	95	104	94	106	79	103
CC(=O)NC1CCC(NC(C)=O)CC1 (stereo unspecified)	117	x	100	101	95	113	103	117
NS(=O)(=O)c1ccc(CCn2c(SCC(=O)N/N=C/c3cccnc3)nc3ccccc3c2=O)cc1	97	107	79	82	96	95	84	92
COc1ccc(NC(=O)c2c(Nc3ccccc3)nn3c(-c4ccc(Cl)cc4)c(-c4nc5ccccc5s4)c(N)nc23)cc1	112	119	106	93	103	96	93	106
COc1ccc(-c2ccc(SCC(=O)Nc3ccc(C#N)cc3)nn2)cc1	96	99	94	79	95	93	72	114
Cc1cccc2c1nc(-c1c(F)cc(Br)cc1F)n2Cc1c(F)cccc1F	66	67	74	80	81	84	52	83
CCOC(=O)c1c(C)nc2[nH]n(-c3ccccc3)c(=O)c2c1-c1ccc(O)cc1	96	94	99	96	126	97	90	95
O=C(O)Cn1ncc2c(Nc3ccc(NS(=O)(=O)c4ccccc4)cc3)ncnc21	101	94	103	96	97	97	90	114
N#Cc1c(-c2cccc(Cl)c2Cl)cc(-c2ccc3ccccc3c2)[nH]c1=O	25	94	86	66	49	33	76	126
NC(=NCCCOc1ccc(Cl)cc1)Nc1ccc(C(F)(F)F)cc1	49	12	x	-49*	51	-48*	x	41
Cn1nc(C(F)(F)F)cc1-c1cnc(C#N)nc1NC1CCCCCC1	96	90	98	108	x	100	82	102
CN(C)c1ccc(/C=C/C2=[N+](C)c3ccccc3C2(C)C)cc1	15	13	-4.9*	-6.6*	23	18	9.4*	16
CCCCCC1CCCCN1C(=O)OC (stereo unspecified)	102	97	103	97	125	101	109	102
O=C1c2cccc3cccc(c23)C(=O)N1CC#Cc1ccc2c3c(cccc13)C(=O)N(Cc1ccccc1)C2=O	99	98	101	99	100	98	99	100
O=C1CSC(c2ccccc2Cl)N1Cc1ccccc1 (stereo unspecified)	100	103	x	97	84	99	86	95
COc1ccc2nc([C@H]3C[C@H]3c3cc(OC)c4c(c3)OCO4)[nH]c2c1	103	92	96	82	x	109	98	120
CCOC(=O)c1cc2c(n1Cc1cc(OC)cc(OC)c1)-c1oncc1CC2	29	60	25	x	35	1.5*	40	27
O=C1/C(=C/c2ccccn2)NC(=S)N1c1ccccc1Cl	51	75	58	68	75	42	67	119
NC(=O)C1C=CN(Cc2ccccc2)C=C1	103	92	100	x	x	97	x	99
CCCSc1nc2c([nH]1)c(=O)n(C)c(=S)n2C	110	114	109	x	96	106	97	99
Cc1nc2c(=O)[nH]c(=S)[nH]c2[nH]c1=O	105&103	98&110	111	108	109&102	110&113	100&104	114&102
CCC1CN(CC(O)c2ccc(Br)cc2)CCO1 (stereo unspecified)	105	109	98	115	100	105	106	121
Oc1c(CN2CCOCC2)cc(CN2CCOCC2)cc1CN1CCOCC1	100&97	98&99	107&108	99&129	98&105	99&104	99&93	106&116
Nc1[nH]cnc(=S)c1N	103	107	104	110	139	106	102	106
O=S1(=O)OC2(CCCCC2)c2ccccc21	90	85	105	92	96	107	91	92
Cc1cc2c(c3c1C(=O)CC3)C(C)(C)C(C)C2(C)C (stereo unspecified)	74	77	104	99	100	88	104	94
O=C(c1ccccc1)C1CCC=C1c1ccccc1 (stereo unspecified)	103	107	99	115	106	103	103	108
C=CCNC(=S)N/N=C/C=C/CCC	93	99	97	80	107	99	94	90
CC(C)CCC[C@@H](C)[C@H]1CC[C@H]2[C@@H]3CC=C4C[C@@H](N(C)C)CC[C@]4(C)[C@H]3CC[C@]12C	101	97	102	104	109	101	105	101
CC(C)OC1C=CCCC1 (stereo unspecified)	107	99	110	105	x	98	106	109
O=C1c2c(c3c4ccccc4n(CCCCCCN4CCOCC4)c3c3[nH]c4ccccc4c23)C(=O)N1O	81	x	23	117	82	82	83	110
COc1cccc(-c2c(C(=O)O)cc(O)c3ccc(OC)cc23)c1	105	108	103	93	107	100	94	99
NC(=O)c1ccc([N+](=O)[O-])o1	102	90	102	131	120	x	87	106
N#C/C(=C\c1ccc(-c2ccc(Cl)cc2)o1)C(=O)Nc1ncc(Cc2cc(Cl)ccc2Cl)s1	97	95	101	93	98	94	89	104
Cn1cc(C(=O)c2nc(-c3c[nH]c4ccccc34)no2)c2ccccc21	74	84	17	58	50	65	60	65
O=C(/C=C(O)/C=C/c1ccc(F)c(F)c1F)/C=C/c1ccc(F)c(F)c1F	96	102	100	94	106	101	94	96
COC(=O)C12[C@H]3C(=O)N(c4ccc(OC)cc4)C(=O)[C@H]3[C@@H](c3ccc(C)s3)N1[C@H](c1ccc(C)s1)[C@@H]1C(=O)N(c3ccc(OC)cc3)C(=O)[C@@H]12	92	98	88	97	x	96	79	100
COc1ccc(CCl)c(C)c1OC	102	96	91	85	104	110	100	104
CC(C)(C)c1ccc(S(=O)(=O)Oc2ccc(NC(=O)C3CCCCCC3)cc2)cc1	79	80	55	102	64	80	67	94
Cc1nc2cc(Nc3nc(Nc4ccc(F)cc4)nc(-c4cccs4)n3)ccc2n1Cc1ccccc1	43	57	76	78	x	53	62	73
Cn1cc(-c2nn3cc(-c4cccs4)nc3s2)c2cc(Br)ccc21	82	92	71	73	82	67	70	88
CC(=O)[C@H]1CC[C@]2(C)[C@@H]1CC[C@@H]1[C@@]3(C)C/C(=C/c4ccccn4)C(=O)C(C)(C)[C@@H]3CC[C@]12C	100	103	82	104	101	x	79	99
CCCCCCCCCCCCCCCC#N	103	98	99	97	x	103	103	103

Compounds listed so far with fluorine:
SMILES	A549/ATCC	UACC-257	SK-MEL-5	MALME-3M	EKVX	M14	UACC-62	SK-MEL-2
O=C(O)c1cc(C(F)(F)F)cc(C(F)(F)F)c1	101	101	109	x	105	91	108	97
Nc1c(-c2nc3ccccc3[nH]2)nnn1-c1cccc(F)c1	100	106	96	99	x	111	108	89
CC(C)CCN(CCC(C)C)CC(O)c1cc(-c2ccc(C(F)(F)F)cc2)nc(-c2ccc(C(F)(F)F)cc2)c1 (stereo unspecified)	91	105	103	89	98	91	80	121
Cc1cccc2c1nc(-c1c(F)cc(Br)cc1F)n2Cc1c(F)cccc1F	66	67	74	80	81	84	52	83
NC(=NCCCOc1ccc(Cl)cc1)Nc1ccc(C(F)(F)F)cc1	49	12	x	-49*	51	-48*	x	41
Cn1nc(C(F)(F)F)cc1-c1cnc(C#N)nc1NC1CCCCCC1	96	90	98	108	x	100	82	102
O=C(/C=C(O)/C=C/c1ccc(F)c(F)c1F)/C=C/c1ccc(F)c(F)c1F	96	102	100	94	106	101	94	96
Cc1nc2cc(Nc3nc(Nc4ccc(F)cc4)nc(-c4cccs4)n3)ccc2n1Cc1ccccc1	43	57	76	78	x	53	62	73

Screening results deposited in PubChem by NCI.
